Screening data (PubChem)
Rab9 prom act = activators of Rab9 promoter. Huh7 Rab9 promoter-luciferase reporter, luminescence, 24 h. AID 485297. Potency, µM (titrated, usually from 9.22 µM), without a hit: at the top dose activation, negative = inhibition, usual class: activators. 320,000 compounds, 2.8% hits; further: potency means the concentration at half of the fitted maximal effect; % of control where 0% means no effect; nearly all actives have a fitted effect of over 60% in size
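Cells were plated at 1500 per well in reduced-serum medium with 10% FBS and left 2 h. Compound in DMSO was then added for 24 h at 37 °C. Reporter signal was read by luminescence after 10 min with luciferase detection reagent.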
Tb PFK block = blocks T. brucei phosphofructokinase; O15648; T. brucei PFK, ADP-Glo luminescence; Potency, µM (highest dose often 57.5 µM), for the others: at the top dose activity, negative = inhibition, actives largely listed as inhibitors; 330,000 compounds, 0.17% hits; AID 485367;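 further: potency means the concentration at half of the fitted maximal effect; 0% = uninhibited 1x PFK enzyme wells and -100% = no-enzyme wells; nearly all actives have a fitted effect of over 60% in size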
Target sequence (O15648 whole entry, looked up): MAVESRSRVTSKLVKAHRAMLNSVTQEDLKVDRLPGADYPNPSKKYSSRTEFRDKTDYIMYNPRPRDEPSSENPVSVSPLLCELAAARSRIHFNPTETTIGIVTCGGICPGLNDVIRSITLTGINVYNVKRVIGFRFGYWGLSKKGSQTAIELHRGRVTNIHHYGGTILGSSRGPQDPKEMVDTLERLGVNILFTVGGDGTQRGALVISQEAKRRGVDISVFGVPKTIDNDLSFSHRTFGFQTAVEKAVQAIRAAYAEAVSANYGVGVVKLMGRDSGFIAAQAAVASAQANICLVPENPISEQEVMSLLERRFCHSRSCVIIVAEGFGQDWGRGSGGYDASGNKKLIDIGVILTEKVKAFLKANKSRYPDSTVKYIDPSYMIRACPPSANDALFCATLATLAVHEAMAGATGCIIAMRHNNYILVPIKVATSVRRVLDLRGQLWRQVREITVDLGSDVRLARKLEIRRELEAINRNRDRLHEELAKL
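Compounds were pin-transferred as a titration series up to 57 uM into substrate buffer (0.5 mM F6P, 0.1 mM ATP, pH 8.0), then 1.25 nM PFK was added and reactions ran 45 min before ADP-Glo detection.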
FLuc modulator = firefly luciferase modulation, counter-screen for miR-21 project | 360,000 compounds, 6.9% hits | Potency, µM (top dose mostly 57.5 µM), for the others: top-dose activity change, negative = inhibition, most hits filed as inhibitors | P08659 | purified FLuc, Km substrates, luminescence inhibition | AID 588342;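 further: potency means the concentration at half of the fitted maximal effect; plate controls were vehicle for no effect and reference inhibitor for full effect; nearly all actives have a fitted effect of over 55% in size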
Target sequence (P08659 whole entry, looked up): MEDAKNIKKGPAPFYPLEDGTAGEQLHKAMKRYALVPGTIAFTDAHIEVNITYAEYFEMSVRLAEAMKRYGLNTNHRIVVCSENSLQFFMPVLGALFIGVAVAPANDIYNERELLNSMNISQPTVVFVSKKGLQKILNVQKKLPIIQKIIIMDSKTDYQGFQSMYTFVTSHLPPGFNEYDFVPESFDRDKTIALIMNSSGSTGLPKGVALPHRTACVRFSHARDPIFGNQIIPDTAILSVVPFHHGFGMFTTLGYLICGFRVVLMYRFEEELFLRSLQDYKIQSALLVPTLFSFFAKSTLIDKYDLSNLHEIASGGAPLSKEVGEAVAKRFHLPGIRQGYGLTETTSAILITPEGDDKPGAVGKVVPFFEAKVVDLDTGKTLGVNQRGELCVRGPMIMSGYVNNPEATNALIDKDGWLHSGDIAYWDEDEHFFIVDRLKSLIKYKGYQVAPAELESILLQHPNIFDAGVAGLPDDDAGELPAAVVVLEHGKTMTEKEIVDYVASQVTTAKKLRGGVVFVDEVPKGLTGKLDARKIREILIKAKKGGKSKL
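Biochemical qHTS of compounds, final roughly 60 µM downward over six points, against 10 nM purified firefly luciferase using Km concentrations of substrates (10 uM D-luciferin, 10 uM ATP) in Tris acetate pH 7.5 buffer; luminescence output.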
Coupling enz = counter-screen for Giardia aldolase inhibitors: coupling enzyme system. coupling enzyme system counterscreen, AmpLite Red fluorescence. activity change, negative = inhibition, % at 58.2 µM, hits read low. 290,000 compounds, 0.67% hits; in the data active means activity change below about -30%; further: on the % scale 0 is the no-effect control and ±100 the full control effect
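First, compound is pin-transferred into glyceraldehyde-3-phosphate coupling-enzyme reagent at 57.5 uM final and held 10 min at RT. Next, substrate, coupling system and AmpLite Red are added. After 20 min RT, fluorescence (525/598 nm) is read.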
Giardia kill = Giardia lamblia killing. AID 540267. activity change, % at 7.66 µM, hits read low. Giardia lamblia trophozoite viability. 340,000 compounds, 0.15% hits; in the data active means activity change below about -80%; inconclusive means between about -30% and that limit;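 further: parasites exposed to compound for two days anaerobically before the ATP read; on the % scale 0 is the no-effect control and ±100 the full control effect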
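Compounds were tested on trophozoites seeded at 100 cells/well and held 48 hrs at 37 deg C anaerobically. An ATP-based luminescent kit measured the remaining live cells.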
NPC1 promoter act = activators of NPC1 promoter | Huh7 NPC1 promoter luciferase reporter, 24 h | Potency, µM (top dose mostly 9.22 µM), without a hit: at the highest dose activation, actives largely listed as activators | AID 485313 | 320,000 compounds, 2.4% hits;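 further: potency means the concentration at half of the fitted maximal effect; % of control where 0% means no effect; nearly all actives have a fitted effect of over 60% in size; reporter is driven by a mutant NPC1 promoter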
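Huh7 cells stably carrying NPC1 promoter–luciferase, plated in Opti-MEM with 10% FBS for 2 h, were exposed to compound in DMSO for 24 h at 37 °C; luciferase reagent was added for 10 min and luminescence read.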
RORgamma inh = inhibitors of mouse ROR gamma transcriptional activity. P51450. Drosophila S2 Gal4-RORgamma UAS-luciferase reporter, 20 h. Potency, µM (series often up to 53.6 µM), without a hit: at the highest dose activity change, negative = inhibition, most hits filed as inhibitors. 310,000 compounds, 5.4% hits; further: potency means the concentration at half of the fitted maximal effect; on the % scale 0 is the no-effect control and ±100 the full control effect; nearly all actives have a fitted effect of over 60% in size
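Stably transfected Drosophila Schneider cells are the test system, with ROR gamma fused to Gal4 and luciferase under UAS control; luminescence is read after 20 hr of 700 uM copper sulfate induction at ambient temperature.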
uPA generation = cell surface uPA generation inhibition | cell surface uPA generation assay, qHTS | Potency, µM (top dose mostly 38.3 µM), without a hit: top-dose activity change, negative = inhibition, hits mostly inhibitors | 330,000 compounds, 0.31% hits | AID 540303; active means well fitted inhibition curve with a large enough effect; inconclusive means small, poorly fitted or top-dose-only effect; inactive means no such curve, though single readings can be large or run the other way; tested in mouse RAW 264.7 cells; further: potency means the concentration at half of the fitted maximal effect; on the % scale 0 is the no-effect control and ±100 the full control effect; nearly all actives have a fitted effect of over 55% in size
ELG1 genotox = induces genotoxicity in HEK293T cells with luciferase-tagged ELG1. 330,000 compounds, 1.3% hits. HEK293T ELG1-luciferase reporter, luminescence, 16 h. Potency, µM (highest dose often 46 µM), for the others: top-dose activity change, positive = activation, usual class: activators; further: potency means the concentration at half of the fitted maximal effect; % of control where 0% means no effect; nearly all actives have a fitted effect of over 60% in size
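16 hr compound incubation (37 °C, 5% CO2) of HEK293T cells carrying luciferase-tagged ELG1; luciferase then measured by ONE-Glo luminescence after 30 min at RT.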
Gal4-VP16 FLuc = inhibits Gal4-VP16 luciferase reporter, ROR gamma counter-screen; Drosophila S2 Gal4-VP16 UAS-luciferase, luminescence, 20 h; Potency, µM (highest dose often 53.6 µM), without a hit: at the highest dose activity, negative = inhibition, most hits filed as inhibitors; 310,000 compounds, 3.5% hits;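 further: Gal4-VP16 expression switched on by copper sulfate through the metallothionein promoter; potency means the concentration at half of the fitted maximal effect; on the % scale 0 is the no-effect control and ±100 the full control effect; nearly all actives have a fitted effect of over 50% in size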
KCNH2 3.1 block = blocks the human KCNH2 3.1 channel isoform; U2OS KCNH2 3.1, thallium flux FluxOr; stronger effect = lower value; activity change, % (tested at about 1.8 µM); 340,000 compounds, 0.95% hits; AID 720553;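 active means maximum activity change below -70%; inconclusive means maximum activity change from -70% to -50%; inactive means maximum activity change above -50%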;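 further: thallium influx rate constant from kinetic fluorescence after stimulation buffer; on the % scale 0 is the no-effect control and ±100 the full control effect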
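FluxOr-based Tl+ influx in U2OS cells transduced with KCNH2 3.1 virus; rate constants normalized to DMSO controls.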
An asterisk follows results filed as active; ? = inconclusive; . = no result given; [ ] = dose if it differs, or a comment. Unless noted, the call rests on the fitted dose curve; in most records, active means well fitted curve in the direction sought with a large enough effect; inconclusive means small, poorly fitted or top-dose-only effect, or another doubt; inactive means no such curve, though single readings can be large; an effect the other way counts as inactive or inconclusive. Not a hit list; any-hit rate near 14%.

SMILES	Rab9 prom act	Tb PFK block	FLuc modulator	Coupling enz	Giardia kill	NPC1 promoter act	RORgamma inh	uPA generation	ELG1 genotox	Gal4-VP16 FLuc	KCNH2 3.1 block
O=c1oc(-c2ccccc2)cc(Cl)c1Cl	7%	-4%	2%	2	28	-15%	11µM*	-13%	?	10µM*	-14
Cc1cccc(C(=O)NNc2ncnc3c2cnn3C)c1	-4%	2%	-3%	-1	-9	0%	?	0%	-8%	-5%	-9
O=C1CCCN1CCNC(=S)Nc1ccccc1	2%	3%	9%	4	-8	-1%	-27%	0%	0%	9%	5
O=[N+]([O-])/C(=C\Nc1ccccc1Cl)S(=O)(=O)c1ccccc1	-5%	13%	3%	-15	.	0%	?	.	2%	?	.
COP(=O)(OC)C(Nc1ccc(C)cc1)c1ccc([N+](=O)[O-])cc1 (centres undefined)	?	5%	-14%	0	-20	?	13%	1%	13%	?	-7
O=C(O)CCN1CCc2ccccc2C1c1ccncc1 (centres undefined)	0%	0%	-3%	0	-2	-4%	-20%	3%	3%	6%	5
CCOc1cc(C=O)cc(N=Nc2cccc([N+](=O)[O-])c2)c1O	2%	0%	?	-6	-22	20%	?	-2%	-2%	?	-2
CC(C)COc1ccc2[nH]c3c(c2c1)CCCC3=O	0%	-2%	0%	1	8	0%	22%	-2%	14%	4%	-3
CCOC(=O)C1=C(c2ccccc2)N2CCS(=O)(=O)N=C2S1	-8%	-1%	6%	5	-6	-3%	?	-7%	10%	.	2
COc1ccc(CCNC(=O)C2CC3Cn4c(nc5cc6ccccc6cc54)C3N2C)cc1 (centres undefined)	-6%	4%	-6%	-1	-5	2%	4%	-2%	-3%	-1%	7
CN(C)/C=C(\C#N)C(=O)c1cccnc1Oc1ccc(F)cc1F	-1%	-5%	6%	5	6	-8%	-1%	.	3%	5%	-8
O=C(O)/C=C\c1ccccc1Oc1cccc(Cl)c1	7%	-5%	?	2	-9	-10%	5%	2%	2%	-10%	9
O=C(COC(=O)C1CCC(N2C(=O)C3C4CCC(C4)C3C2=O)CC1)c1ccc(F)cc1 (centres undefined)	-4%	1%	-1%	1	20	0%	5%	3%	-20%	-4%	-24
O=C(OCC(=O)N1CCCC1)c1ccc(NS(=O)(=O)c2cccs2)cc1O	-3%	-2%	-11%	16	0	0%	-40%	-6%	-4%	9%	-9
O=C(Oc1ccc2ccc(=O)oc2c1)c1cccs1	1%	13%	?	1	-18	3%	-14%	2%	1%	-14%	5
COc1cc(OC)cc(-c2sc3ccc(OC)cc3c2-c2ccc(OCCN3CCCCC3)cc2)c1	.	1%	.	.	-9	.	.	5%	-3%	.	0
Cc1ccc(S(=O)(=O)/N=C/c2ccco2)cc1	4%	-2%	2%	3	-8	3%	9%	-1%	4%	-1%	-17
O=C(CSc1nnc2ccccn12)NNC(=O)c1ccc([N+](=O)[O-])cc1	-5%	0%	4%	6	9	-6%	15%	4%	-1%	-5%	15
CC(C)NC(=O)c1ccc(CS(=O)(=O)c2ccc(Br)cc2)o1	-9%	-2%	0%	-3	5	-2%	26%	7%	1%	5%	-6
COc1ccc(C2=NOC(C(=O)NCCN3CCOCC3)C2)cc1 (centres undefined)	6%	-3%	-11%	-2	2	-5%	14%	.	2%	-12%	-15

Given bar-delimited: four of the compounds above
compound | Rab9 prom act | Tb PFK block | FLuc modulator | Coupling enz | Giardia kill | NPC1 promoter act | RORgamma inh | uPA generation | ELG1 genotox | Gal4-VP16 FLuc | KCNH2 3.1 block
O=C(COC(=O)C1CCC(N2C(=O)C3C4CCC(C4)C3C2=O)CC1)c1ccc(F)cc1 (centres undefined) | -4% | 1% | -1% | 1 | 20 | 0% | 5% | 3% | -20% | -4% | -24
O=[N+]([O-])/C(=C\Nc1ccccc1Cl)S(=O)(=O)c1ccccc1 | -5% | 13% | 3% | -15 | . | 0% | ? | . | 2% | ? | .
COc1cc(OC)cc(-c2sc3ccc(OC)cc3c2-c2ccc(OCCN3CCCCC3)cc2)c1 | . | 1% | . | . | -9 | . | . | 5% | -3% | . | 0
COc1ccc(C2=NOC(C(=O)NCCN3CCOCC3)C2)cc1 (centres undefined) | 6% | -3% | -11% | -2 | 2 | -5% | 14% | . | 2% | -12% | -15

Continuation.
SMILES	Rab9 prom act	Tb PFK block	FLuc modulator	Coupling enz	Giardia kill	NPC1 promoter act	RORgamma inh	uPA generation	ELG1 genotox	Gal4-VP16 FLuc	KCNH2 3.1 block
O=C(NN1C(=O)C2C(C1=O)C1C=CC2C12CC2)c1cccnc1 (centres undefined)	-5%	-2%	2%	3	-12	-4%	-10%	2%	-14%	-10%	1
O=C(NCc1ccccn1)C(=O)C1C(=O)Nc2ccccc21 (centres undefined)	2%	0%	-3%	2	-4	1%	-3%	7%	0%	3%	-2
CC(C)CNC(=O)COC(=O)c1c2c(nc3ccccc13)/C(=C/c1cccs1)CC2	-7%	0%	5.4µM*	-4	-16	-29%	-26%	3%	-11%	?	-36
Cc1ccc(C(=O)N(CC#N)CC#N)cc1C	-3%	0%	-1%	1	-29	-4%	1%	4%	1%	-1%	4
CSc1nnc(NC(=O)c2ccc3c(c2)OCO3)s1	0.11µM*	0%	0.48µM*	-5	?	0.22µM*	2.5µM*	-16%	0.26µM*	4.5µM*	11
COc1ccc([C@@H]2[C@@H]3C(=O)N(C(C)(C)C)C(=O)[C@@H]3[C@]3(Cc4ccccc4)C(=O)N(c4cccc(C)c4)C(=O)N23)cc1	-3%	0%	2%	.	5	-3%	.	-9%	0%	.	4
CC1CN(S(=O)(=O)c2ccc(C(=O)NN3CCN(C)CC3)cc2)CC(C)O1 (centres undefined)	2%	1%	-1%	-4	2	-1%	-14%[10 µM]	-2%	1%	-14%	-3
Cc1ccccc1N/N=C/c1ccc(N2CCOCC2)cc1	2µM*	1%	11µM*	2	1	3.2µM*	12%	-4%	11%	2%	0
Nc1c(C(=O)Nc2nccs2)sc2nc(-c3cccs3)cc(C(F)(F)F)c12	9%	19%	2%	1	5	2%	?	9%	16%	10µM*	-33
O=C(NC1(C(F)(F)F)NC(=O)N(c2ccc(F)c(Cl)c2)C1=O)c1ccncc1 (centres undefined)	1%	0%	-1%	-1	-1	1%	20%	.	1%	-7%	-1
CNC(=O)c1c(NC(=O)c2cc(-c3cc(C)c(C)cc3O)n[nH]2)sc2c1CCCC2	2%	0%	0%	-1	4	0%	-10%	15%	-1%	-1%	17
Cc1cc(OC(C)C(=O)N2CCN(c3ccc(F)cc3)CC2)c2c(C)c(C)c(=O)oc2c1 (centres undefined)	-1%	-4%	2%	-3	47[activator]	-2%	15%	-4%	-3%	-14%	-1
O=C(Cc1nnc(NC(=O)c2cccc([N+](=O)[O-])c2)s1)NCc1ccccc1	-1%	0%	3%	.	6	-3%	0%	-11%	-11%	-7%	3
COc1cc(C(=O)N2CCN(C(=O)C3COc4ccccc4O3)CC2)cc(OC)c1OC (centres undefined)	0%	9%	-1%	.	2	2%	-19%	-1%	1%	-4%	-9
CCCN(CCC)CCCNC(=O)c1cc2cc3ccc(OC)cc3nc2o1	-5%	0%	2%	1	25	0%	-4%	0%	2%	-13%	-6
CNC1(c2nnnn2-c2ccccc2C)CCOC(C)(C)C1 (centres undefined)	-4%	-9%	1%	3	-18	1%	16%	0%	0%	-8%	5
COc1ccc(Cl)cc1NC(=O)CN1C(=O)CC(C)S(=O)(=O)c2ccccc21 (centres undefined)	9%	-5%	-6%	-2	-8	0%	1%	3%	-3%	5%	-4
Clc1cccc(CSc2nnc(-c3c[nH]c4ccccc34)o2)c1	-2%	4%	?	-7	-24	-1%	-21%	3%	?	-9%	-20
O=C(N/N=C/c1ccco1)c1cccc(S(=O)(=O)Nc2ccccc2Cl)c1	-6%	?	?	0	-2	-3%	?	-2%	-1%	-12%	-7

Record cards (already shown). Screens in order: Rab9 prom act	Tb PFK block	FLuc modulator	Coupling enz	Giardia kill	NPC1 promoter act	RORgamma inh	uPA generation	ELG1 genotox	Gal4-VP16 FLuc	KCNH2 3.1 block
Record of `COc1cc(C(=O)N2CCN(C(=O)C3COc4ccccc4O3)CC2)cc(OC)c1OC` (centres undefined) = 0%	9%	-1%	.	2	2%	-19%	-1%	1%	-4%	-9
Record of `Nc1c(C(=O)Nc2nccs2)sc2nc(-c3cccs3)cc(C(F)(F)F)c12` = 9%	19%	2%	1	5	2%	?	9%	16%	10µM*	-33
Record of `CC1CN(S(=O)(=O)c2ccc(C(=O)NN3CCN(C)CC3)cc2)CC(C)O1` (centres undefined) = 2%	1%	-1%	-4	2	-1%	-14%[10 µM]	-2%	1%	-14%	-3
Record of `COc1ccc([C@@H]2[C@@H]3C(=O)N(C(C)(C)C)C(=O)[C@@H]3[C@]3(Cc4ccccc4)C(=O)N(c4cccc(C)c4)C(=O)N23)cc1` = -3%	0%	2%	.	5	-3%	.	-9%	0%	.	4
